Source: PubChem (National Center for Advancing Translational Sciences (NCATS))
ALOX12 inh – ALOX12 (human) lipoxygenase inhibition | Potency, µM (top dose mostly 108 µM), inactives show at the highest dose activity change, negative = inhibition, most hits filed as inhibitors | hit rate 1.1% among 580,000 | AID 1671190 | purified 12hLO, xylenol orange hydroperoxide absorbance | P18054; active = well fitted inhibition curve with a large enough effect; inconclusive = small, poorly fitted or top-dose-only effect, or another doubt; inactive = no such curve, though single readings can be large or run the other way
Target sequence (P18054 whole entry, looked up): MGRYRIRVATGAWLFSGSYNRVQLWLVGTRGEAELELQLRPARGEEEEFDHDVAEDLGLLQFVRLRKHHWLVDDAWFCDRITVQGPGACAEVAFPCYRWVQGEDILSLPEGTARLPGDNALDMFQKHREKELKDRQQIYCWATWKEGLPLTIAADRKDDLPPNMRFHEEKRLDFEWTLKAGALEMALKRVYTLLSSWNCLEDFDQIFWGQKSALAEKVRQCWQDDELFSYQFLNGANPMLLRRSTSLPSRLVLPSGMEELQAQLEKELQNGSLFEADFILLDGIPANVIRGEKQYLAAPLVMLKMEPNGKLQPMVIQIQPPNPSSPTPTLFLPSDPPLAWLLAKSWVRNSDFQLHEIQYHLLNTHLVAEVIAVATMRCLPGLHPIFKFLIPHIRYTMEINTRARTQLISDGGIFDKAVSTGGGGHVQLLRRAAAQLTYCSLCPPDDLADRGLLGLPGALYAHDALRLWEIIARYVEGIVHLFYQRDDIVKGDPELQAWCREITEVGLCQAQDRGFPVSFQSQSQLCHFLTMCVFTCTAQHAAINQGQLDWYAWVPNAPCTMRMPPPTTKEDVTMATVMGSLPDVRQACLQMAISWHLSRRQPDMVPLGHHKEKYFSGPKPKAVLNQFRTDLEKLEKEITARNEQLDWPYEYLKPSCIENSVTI
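Purified human 12hLO (150 nM final) in 25 mM Hepes, 0.01% Triton X-100, pH 7.0 was preincubated 15 min at room temperature with compound. Then 40 uM arachidonic acid was added, 30 min. Hydroperoxide was read by Fe-XO absorbance ratio 573/405 nm.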
The depositor's hits bear a star; ? = inconclusive; [ ] = dose if it differs, or a comment. % is set by controls: 0 for no effect and ±100 for the full control effect; potency is the fitted concentration of half-maximal effect. The list is partial. The share of hits here may be higher or lower than overall.

SMILES	ALOX12 inh
CCOc1cccc(CN2CC(c3nc(Cc4cccnc4)no3)C2)c1	9%
CC(C)C(NC(=O)c1ccoc1)c1nnc2n1CCN(C(=O)/C=C/c1ccc(F)cc1)CC2 (stereo not drawn)	-11%
Cn1c(SCC(=O)Nc2cc(F)ccc2F)nc2c(=O)[nH]cnc21	?
CCOCCCNC(=O)N1CCC(Cc2nc(-c3ccncc3)n[nH]2)CC1	28%
S=c1sc2c(s1)SCOCS2	1%
Cc1ccccc1CCC1CCCN(C(=O)CCN2CCCC2=O)C1 (stereo not drawn)	29%
c1ccc(CNC2(c3nnnn3-c3ccccc3)CCCC2)cc1	31%[activator]
CCS(=O)(=O)N1CCc2cc(C(=O)c3cc4cc(Cl)ccc4o3)ccc21	-20%
C1=C(c2ccccc2)Nc2nc3ccccc3n2C1c1ccccc1 (stereo not drawn)	21%
CC1=C(C(=O)OC(C)C)C(c2ccc(C)cc2)N2C(CC(=O)N(C)Cc3ccco3)=CSC2=N1 (stereo not drawn)	-15%
Cn1c(=O)n(Cc2ccccc2)c(=O)c2c1nc(Cl)n2Cc1ccccc1	4%
O=C(O)c1ccccc1-c1ncc(-c2ccc(F)cc2)o1	-31%
O=C(N[C@H]1CCN2C(=O)c3cc(-c4ccccc4F)ccc3NC(=O)[C@@H]2C1)c1ccc(F)c(Cl)c1	-22%
CCCSc1ccccc1C(=O)NC(C)(C)C	1%
CC1=C(C(=O)N(C(C)C)C(C)C)CC(CC(=O)NC2CC2)C(=O)N1Cc1ccccc1 (stereo not drawn)	3%
O=C(CSc1nc2c(c(=O)n1-c1ccc(F)cc1)SCC2)N1CCCCC1	?
Cc1ccc(NC(=O)c2oc3ccccc3c2C)cc1C	30%[activator]
O=C(Cn1nc(C(=O)O)c2ccccc2c1=O)Nc1cccc(Cl)c1	?
CC(C)CN1C(=O)c2ccccc2C(C(=O)NCc2ccccn2)C12CCCC2 (stereo not drawn)	32%[activator]
O=C(Nc1ccc(Cl)cc1)c1cc2n(n1)CC(c1ccc(Cl)cc1)OC2 (stereo not drawn)	4%
COCCOc1cc(=O)n2c(c1C(=O)NC1CCCCCC1)CCOCC2	90%[activator]
CSCC(=O)NC(=O)NCc1ccco1	-28%
Cc1ccccc1N1CCN(C(=O)Cn2nc3n(c2=O)CCC(N)CC3)CC1 (stereo not drawn)	-6%
CN(C)c1cccc(C(=O)NCC2CCN(c3cc(-c4ccc(Cl)cc4)[nH]n3)CC2)c1	18%
COc1ccc(CNC(=O)c2cn(Cc3ccccc3F)c(=O)s2)cc1	0%

Among those listed so far, 2 have a COOH group.
SMILES	ALOX12 inh
O=C(O)c1ccccc1-c1ncc(-c2ccc(F)cc2)o1	-31%
O=C(Cn1nc(C(=O)O)c2ccccc2c1=O)Nc1cccc(Cl)c1	?

(further entries)
SMILES	ALOX12 inh
O=C(CCc1nc2sc3c(c2c(=O)[nH]1)CCC3)NCc1cccc(C(F)(F)F)c1	?
COc1ccc(C(=O)N2CCc3nc(C4CC4)nc(-c4ccc(OC)cc4)c3C2)cc1	?
CC(=O)Nc1ccc(NC(=O)c2nccnc2-c2nc3ccccc3s2)cc1Cl	-21%
c1ccc(OCc2cc(CC3(NC4CCC4)COC3)no2)cc1	1%[176 µM]
COCCCNC(=O)C1c2ccccc2C(=O)N(C2CCCC2)C12CCCCC2 (stereo not drawn)	10%
CC(On1nnc2ccc(Cl)cc21)C(=O)Nc1ccc(F)cc1F (stereo not drawn)	?
O=C(c1cc(F)ccc1F)N1CCCCCC1c1nnc(-c2ccccc2)o1 (stereo not drawn)	-9%
COc1ccc(-c2cc(N3CCN(C(=O)Cc4ccc(C)cc4)CC3)n[nH]2)cc1	2%
O=C(C1CC1)N(C1CCOCC1)C1CCN(S(=O)(=O)c2cc(F)cc(F)c2)CC1	12%
CN1CCC(N(Cc2cccs2)c2ccccc2)CC1	?
CCOC(=O)N1CCN(C(=O)C[C@H]2C[C@@]3(C(=O)OC)C(=C[C@H](COCc4ccccc4)O[C@@H]3C)N(CCC3=CCCCC3)C2=O)CC1	0%
COc1ccc(CN2C/C(=C/c3ccccc3)N3C(=O)C[C@@H](c4ccc5ccccc5c4)N=C23)c(OC)c1	15%
O=C(NCC(O)c1ccccc1)c1ccc(CNS(=O)(=O)c2ccccc2)cc1 (stereo not drawn)	-29%
O=C(NCC1CN(Cc2ccccc2)CCO1)C1CCCC1 (stereo not drawn)	17%
O=C(c1ccc(-n2cnnn2)cc1O)N1CCCC(CCc2ccc(F)cc2)C1 (stereo not drawn)	?
CC(=O)NCCc1ccc(C(=O)COC(=O)c2cccs2)cc1	-11%
Cc1cc(C(=O)OCC(=O)Nc2cc(F)ccc2F)c2ccccc2n1	?
COc1c[nH]c(CN2CCCC(Nc3ccc(C(C)C)cc3)C2)cc1=O (stereo not drawn)	91%[activator]
CCOc1ccccc1NC(=O)c1ncoc1-c1ccc(OC)cc1	11%
CN1CCN(C(=O)[C@@H]2C[C@H](C(=O)O)CN(Cc3cccc(F)c3)C2)CC1	69%[activator]
CCC(=O)N1CCC(Oc2nccnc2N2CCOCC2)C1 (stereo not drawn)	36%[activator]
CCCC(=O)NCC1CC2c3ccccc3C1c1ccccc12 (stereo not drawn)	?
O=C(Nc1ccnn1Cc1ccccc1)c1cc(=O)c2cc(Cl)ccc2o1	?
Cn1c(=O)c2c(ncn2CCC(=O)NC2CCCCC2)n(C)c1=O	26%
O=C(NCCN1CCC(n2c(=O)[nH]c3ccccc32)CC1)c1c(F)cccc1F	-13%
SMILES	ALOX12 inh
CS(=O)(=O)N1C[C@H]2CCN(C(=O)c3ccc4cc[nH]c4c3)C[C@H]21	5%
COCCC(=O)N1CCCC(c2nc(CCOc3cccc(C)c3)no2)C1 (stereo not drawn)	44%[activator]
CN(C)Cc1nnc(C2CC(NC(=O)CSCC3CC3)C2)n1C (stereo not drawn)	57%
O=C(NCc1ccc(F)cc1)c1ccc(N2CC3CC(C2)[C@H]2CCCC(=O)N2C3)nc1 (stereo partly drawn)	51%[activator]
CCN(C)Cc1cccc(CNC(=O)NC2CC2)c1	5%
O=C(NC1CCCCC1)C1CN(C(=O)c2ccc(Br)o2)CC12CCOCC2 (stereo not drawn)	20%
CCOc1ccccc1Oc1c(C(F)(F)F)oc2cc(OC(=O)C(C)C)ccc2c1=O	?
CCC1CCC/C1=N\NC(=O)c1ccncc1 (stereo not drawn)	6%
Clc1cnccc1CN1CCNc2cc(-c3ccccc3)ncc2C1	26%[176 µM]
CCCc1c(-c2ccccc2OC)ncn1CCc1ccccc1OC	-10%
CCCc1cc(C(=O)N2CCN(C)C3(CCC(=O)N(CC)CC3)C2)n(C)n1 (stereo not drawn)	32%[activator]
Cc1ccccc1CN1CC[C@H](c2nnc(-c3cncn3C)o2)C1	40%[activator][176 µM]
Cc1ccc([C@H]2N[C@]3(CCCN(Cc4ccco4)C3=O)[C@H]3C(=O)N(Cc4ccccc4)C(=O)[C@@H]23)cc1	?
C[C@@H]1CN([C@@H](C)CO)S(=O)(=O)c2ccc(Br)cc2O[C@H]1CN(C)C(=O)c1cccc(F)c1	?
COCCN1C(=O)[C@H]2CN(Cc3cccc(C)c3)C[C@H]2C1=O	?
Cn1cc(C(=O)NCC2CN(C(=O)c3cc4ccccc4n3C)CC23CN(c2ccccc2)C3)cn1 (stereo not drawn)	24%
CCc1ccccc1NC(=O)Cn1cnc2c(cnn2-c2cc(Cl)ccc2C)c1=O	?
COc1ccc(CN2CCC3(CC(C)=NO3)C2)cc1 (stereo not drawn)	49%[activator][176 µM]
Cc1cc(S(=O)(=O)N2CCCN(C)c3ccccc32)ccc1F	0%
Cc1cccc(OCC(=O)Nc2cccc(-c3nc4ccc(C)cc4o3)c2)c1	3%
COc1ccc(CCN2CC(NCc3ccc4c(c3)OCCO4)CC2=O)cc1 (stereo not drawn)	10%
C[C@@H]1ON(C)[C@H]2C[C@H]3c4[nH]c5c(-c6ccccc6F)cccc5c4CCN3C(=O)[C@@H]12	-18%
Cc1c(Cl)c(C(=O)N2CCCC(C)(Cc3ccc4c(c3)OCO4)C2)nn1C (stereo not drawn)	47%[activator]
CSc1ccc(/C=[N+](/[O-])c2ccccc2)cc1	?
O=C(CN1CCCC1c1ccc2c(c1)OCCCO2)Nc1cccc(Cl)c1Cl (stereo not drawn)	-21%
SMILES	ALOX12 inh
COC(=O)[C@@H]1Cc2c([nH]c3ccccc23)[C@H]2C[C@@H](NCc3cccnc3)C[C@@H](c3ccc(OC(F)(F)F)cc3)N21	25%
COCC(=O)N[C@H]1C[C@@H](Cc2cc(-c3ccc(OC)cc3)on2)C1(C)C	3%[176 µM]
Cc1ccc(NC(=O)N2CCC(N3CC4CC(C3)[C@H]3CCCC(=O)N3C4)CC2)cc1 (stereo partly drawn)	3%
CCc1ccc(OCc2nnc(SCc3cccc(C(F)(F)F)c3)n2CC(C)C)cc1	-1%
COc1ccc(CN2Cc3cc(NC(=O)Cc4ccc(F)cc4)ccc3OCC2=O)c(OC)c1	37%[activator]
CCn1c(SCc2ccc(F)cc2Cl)nnc1-c1ccccn1	-1%
Cc1ccccc1CS(=O)(=O)N1CCC(C(=O)NC23CC4CC(CC(C4)C2)C3)CC1	5%
FC(F)(F)c1cccc(-c2csc(-c3ccncc3)n2)c1	?
Cc1ccc(C2Cn3nnc(-c4nc(-c5cccc(Cl)c5)no4)c3CO2)c(C)c1 (stereo not drawn)	14%
O=C(O)c1cccc(-c2csc(C(O)c3ccccc3)n2)c1 (stereo not drawn)	?
Cc1ccc(NC(=O)N(C)CC2CCOC2)cc1 (stereo not drawn)	14%
COc1ccc(Oc2cc(CNS(=O)(=O)N3CCOCC3)ccn2)cc1	-30%
O=C(CN1CC2CC(C1)[C@H]1CCCC(=O)N1C2)N1CCc2ccccc21 (stereo partly drawn)	19%
COc1cccc(OCc2nc3ccc(OC)cc3[nH]2)c1	19%
CC(=O)c1cccc(-c2ccnc3c2CC(C(=O)NC(C)C)O3)c1 (stereo not drawn)	0%
Cn1cc(C(=O)N2CCCCCCNC(=O)[C@@H]3C[C@@H](c4nc(Cc5ccccc5)no4)C[C@@H]32)cn1	28%
NNc1ncnc2ccc([N+](=O)[O-])cc12	?
Cc1cc(C)c(NC(=O)c2csc3c2CCCC3)c(C)c1	?
COc1ccc(-c2noc([C@@H](C)NCc3ccc(C#N)cc3)c2C(=O)O)cc1	?
Cc1csc2nc(COc3ccc(-c4ccccc4)cc3Cl)cc(=O)n12	-1%
CSc1ccc(/C=N/Nc2ccc(Cl)cc2)cc1	?
O=S(=O)(Nc1nc2ccccc2nc1NCc1ccc2c(c1)OCO2)c1cccc(Cl)c1	-2%
COc1ccc(-c2cc(C(=O)N3C[C@@H](Oc4ccccc4)C[C@H]3C(=O)NC3CC3)[nH]n2)cc1	3%
O=C(CSc1nccc(-c2ccc(F)cc2)n1)Nc1ccc(OC(F)F)cc1	33%[activator]
Cc1ccccc1S(=O)(=O)NC(=O)C1(C)CCN1C(=O)C1(c2ccccc2)CCCC1 (stereo not drawn)	-19%
SMILES	ALOX12 inh
CCN(CC)Cc1cnc2c(C(=O)NC3(C(N)=O)CCCC3)cnn2c1	65%[activator]
CCc1cc(=O)n(CC(=O)Nc2ccc(OC)c(OC)c2)c(-c2cccc(F)c2)n1	?
COCc1nncn1C1CCN(C(=O)c2ccc(F)c(Cl)c2)CC1	12%
Cn1c(=O)c2c(ncn2Cc2ccc(O)c([N+](=O)[O-])c2)n(C)c1=O	0%
COc1cc(OC)cc(C(=O)Nc2ccc3c(c2)CN(Cc2ccccc2)C(=O)C(C)O3)c1 (stereo not drawn)	4%
COc1cccc(CNC(=O)c2nc(-c3ccccc3)oc2C)c1	-19%
COC(=O)[C@@]1(C(C)C)N=C(c2cc(OC)c(OC)c(OC)c2)[C@]2(O1)C(=O)N(C)c1ccc(Cl)cc12	-5%
CC(Cn1cccn1)NC(=O)c1cc(Cl)c2c(c1)OCCO2 (stereo not drawn)	44%[activator]
O=C(CN1CCCc2nc(C3CC3)ncc2C1=O)NCCCN1CCc2ccccc2C1	36%[activator]
CCOC(=O)/C(C#N)=C/c1ccc(Br)s1	1%
COc1cccc(CNC(=O)N2CCC(c3cc(-c4cccc(OC)c4)n[nH]3)CC2)c1	19%
COc1ccccc1C1CC(=O)Nc2c1sc(C(=O)O)c2-c1ccc(F)cc1 (stereo not drawn)	-29%

Gathered by group, the entries above containing an NH in an aromatic ring.
SMILES	ALOX12 inh
Cn1c(SCC(=O)Nc2cc(F)ccc2F)nc2c(=O)[nH]cnc21	?
CCOCCCNC(=O)N1CCC(Cc2nc(-c3ccncc3)n[nH]2)CC1	28%
CN(C)c1cccc(C(=O)NCC2CCN(c3cc(-c4ccc(Cl)cc4)[nH]n3)CC2)c1	18%
O=C(CCc1nc2sc3c(c2c(=O)[nH]1)CCC3)NCc1cccc(C(F)(F)F)c1	?
COc1ccc(-c2cc(N3CCN(C(=O)Cc4ccc(C)cc4)CC3)n[nH]2)cc1	2%
COc1c[nH]c(CN2CCCC(Nc3ccc(C(C)C)cc3)C2)cc1=O (stereo not drawn)	91%[activator]
O=C(NCCN1CCC(n2c(=O)[nH]c3ccccc32)CC1)c1c(F)cccc1F	-13%
CS(=O)(=O)N1C[C@H]2CCN(C(=O)c3ccc4cc[nH]c4c3)C[C@H]21	5%
C[C@@H]1ON(C)[C@H]2C[C@H]3c4[nH]c5c(-c6ccccc6F)cccc5c4CCN3C(=O)[C@@H]12	-18%
COC(=O)[C@@H]1Cc2c([nH]c3ccccc23)[C@H]2C[C@@H](NCc3cccnc3)C[C@@H](c3ccc(OC(F)(F)F)cc3)N21	25%
COc1cccc(OCc2nc3ccc(OC)cc3[nH]2)c1	19%
COc1ccc(-c2cc(C(=O)N3C[C@@H](Oc4ccccc4)C[C@H]3C(=O)NC3CC3)[nH]n2)cc1	3%
COc1cccc(CNC(=O)N2CCC(c3cc(-c4cccc(OC)c4)n[nH]3)CC2)c1	19%
